# TRAIL sens C8: caspase-8 TRAIL sensitization; NB7+C8 cells + TRAIL, ATPlite viability luminescence; inhibition (viability loss, TRAIL sensitization), % at 10 µM; hit rate 1% among 360,000;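 active = compounds causing at least 50% loss of cell viability in the single-dose screen, relative to plate controls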
# CF NFkB block: cystic fibrosis NF-kB activation inhibition; KKLEB NF-kB-GFP reporter, PAF-induced, GFP fluorescence overnight; inhibition, % at 5 µM; hit rate 0.86% among 360,000; AID 588850;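 active = at least 50% inhibition at 5 µM, scaled per plate between neutral and stimulator controls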;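 also: PAF is a Pseudomonas aeruginosa culture filtrate used as stimulus; plate controls were PAF-stimulated DMSO wells for no effect and unstimulated DMSO wells for full effect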
# TROY NFkB inh: TROY signaling inhibition. Q293 LMP1-TROYcd NF-kB luciferase reporter, 4 h. inhibition, % at 10 µM. hit rate 0.98% among 360,000. AID 1347056;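 active = compounds whose plate-normalised and pattern-corrected inhibition of the luciferase reporter signal at the single screening dose is 50% or more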
# SRC1 inh: human NCOA1 inhibition; Q15788; HEK293 GAL4-SRC1 luciferase reporter, luminescence; inhibition, % at 3.6 µM; hit rate 0.12% among 360,000; AID 588354;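 active = inhibition above the campaign mean plus 3 SD, with each screening campaign given its own cutoff, cut at about 60% in these data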;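 also: 0% = DMSO treated cells and 100% = gossypol at 36 µM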
# TWEAK Fn14 block: inhibitors of TWEAK-Fn14 interaction signaling; TWEAK-stimulated Fn14 reporter cells, luciferase luminescence, 8 h; hit rate 2% among 360,000; inhibition, % at 10 µM; AID 1159606; in the data active = inhibition above about 50%
# EBV LMP1 NFkB: Epstein-Barr LMP1 NF-kappaB reporter inhibition | hit rate 0.69% among 350,000 | LMP1-induced NF-kappaB luciferase reporter cells, luminescence | AID 504558 | inhibition, % at 12.5 µM; in the data active = inhibition above about 41%;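 also: 0% = neutral control wells and 100% = reference inhibitor control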
# NR5A2 inv ag: NR5A2 inverse agonism in reporter assay | HEK293T StAR-luciferase reporter, LRH-1 transfected, 24 h | inhibition, % at 3.6 µM | hit rate 0.13% among 360,000;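 active = inhibition above the mean inhibition of all tested compounds plus 3 SD, cut at about 73% in these data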;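 also: 0% = DMSO wells and 100% = reporter-only cells lacking LRH-1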
# SRC2 inh: human SRC2 (NCOA2) inhibition; HEK293 GAL4-SRC2 luciferase reporter, luminescence; inhibition, % at 9 µM; hit rate 0.17% among 370,000; AID 651957;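 active = inhibition above the mean inhibition of all tested compounds plus 3 SD, set per campaign, cut at about 52% in these data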;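 also: 0% = DMSO treated cells and 100% = cells given Gossypol at 36 µM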
# Target sequence (Q15596 whole entry, looked up, the tested form may be a part): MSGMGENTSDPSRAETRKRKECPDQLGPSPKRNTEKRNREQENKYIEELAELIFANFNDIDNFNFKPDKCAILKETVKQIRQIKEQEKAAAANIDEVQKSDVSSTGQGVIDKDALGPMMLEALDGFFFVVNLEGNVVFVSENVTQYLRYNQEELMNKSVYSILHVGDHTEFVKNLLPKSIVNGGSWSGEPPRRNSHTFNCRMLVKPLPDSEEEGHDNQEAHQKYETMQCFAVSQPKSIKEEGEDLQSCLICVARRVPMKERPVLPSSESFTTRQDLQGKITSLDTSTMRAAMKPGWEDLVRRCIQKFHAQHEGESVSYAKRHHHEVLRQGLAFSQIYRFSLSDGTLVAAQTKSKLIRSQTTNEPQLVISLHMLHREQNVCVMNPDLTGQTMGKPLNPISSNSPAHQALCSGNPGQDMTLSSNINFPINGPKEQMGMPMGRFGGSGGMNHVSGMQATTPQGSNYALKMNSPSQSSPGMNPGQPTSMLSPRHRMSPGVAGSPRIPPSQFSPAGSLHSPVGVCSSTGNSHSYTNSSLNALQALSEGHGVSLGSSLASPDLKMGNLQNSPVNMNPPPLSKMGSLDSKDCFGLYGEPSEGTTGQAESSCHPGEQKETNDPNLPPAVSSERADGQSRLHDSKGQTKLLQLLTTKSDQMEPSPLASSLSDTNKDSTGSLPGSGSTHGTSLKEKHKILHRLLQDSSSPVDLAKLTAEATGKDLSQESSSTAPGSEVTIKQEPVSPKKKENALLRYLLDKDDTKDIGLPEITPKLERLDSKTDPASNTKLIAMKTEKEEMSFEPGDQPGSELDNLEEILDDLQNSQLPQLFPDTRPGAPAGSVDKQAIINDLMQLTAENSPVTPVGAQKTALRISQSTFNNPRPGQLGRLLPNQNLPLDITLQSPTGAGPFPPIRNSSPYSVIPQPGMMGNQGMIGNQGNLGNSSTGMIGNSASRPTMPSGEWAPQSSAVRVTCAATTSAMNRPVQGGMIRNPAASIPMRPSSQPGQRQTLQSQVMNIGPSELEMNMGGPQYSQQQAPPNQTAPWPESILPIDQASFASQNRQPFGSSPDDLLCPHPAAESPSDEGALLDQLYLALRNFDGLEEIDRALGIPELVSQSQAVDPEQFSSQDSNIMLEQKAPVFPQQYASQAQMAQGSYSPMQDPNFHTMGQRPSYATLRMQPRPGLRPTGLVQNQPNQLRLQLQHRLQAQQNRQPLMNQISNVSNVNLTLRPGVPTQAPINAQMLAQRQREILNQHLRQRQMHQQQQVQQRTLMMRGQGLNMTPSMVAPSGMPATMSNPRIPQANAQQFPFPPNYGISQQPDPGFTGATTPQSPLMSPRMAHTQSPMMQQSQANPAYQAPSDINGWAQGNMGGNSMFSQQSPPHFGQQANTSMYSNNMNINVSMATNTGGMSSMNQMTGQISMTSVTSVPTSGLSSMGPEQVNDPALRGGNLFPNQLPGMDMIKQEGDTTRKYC
# SRC3 inh: inhibits human SRC3 coactivator | Q9Y6Q9 | HEK293 GAL4-SRC3 luciferase reporter, luminescence | inhibition, % at 3.6 µM | hit rate 0.17% among 360,000 | AID 588352;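 active = inhibition above a per-campaign cutoff, the mean of all compounds plus 3 SD, cut at about 60% in these data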;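 also: 0% = DMSO-treated cells and 100% = gossypol-treated cells at 36 µM; higher means less SRC3-driven luciferase light from the GAL4 reporter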
# KKLEB cytotox: counter-screen for CF NF-kB inhibitors: cytotoxicity; hit rate 0.36% among 360,000; KKLEB CF airway cells viability, ATPlite luminescence, overnight; active compounds read low; cells stimulated with P. aeruginosa culture filtrate; activity change (cytotoxicity), % at 5 µM;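 active = corrected activity change at or below -50% at 5 µM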
# NR2F2 inh: blocks human COUP-TFII nuclear receptor; inhibition, % at 8.6 µM; hit rate 0.7% among 370,000; P24468; AID 686940; HEK293T NGFI-A luciferase reporter, luminescence;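 active = inhibition above a per-plate cutoff, mean inhibition of test wells between control levels plus 3 SD, cut at about 38% in these data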;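 also: cells cotransfected with COUP-TFII expression vector driving the NGFI-A reporter; 0% = median of COUP-TF2 test wells and 100% = reporter-only cells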
# The depositor's hits bear a star; · = not tested or not shown.
no.	Structure	EBV LMP1 NFkB	SRC3 inh	KKLEB cytotox	SRC1 inh	SRC2 inh	TROY NFkB inh	TRAIL sens C8	NR5A2 inv ag	TWEAK Fn14 block	CF NFkB block	NR2F2 inh
1	CC(C)N1CCC(N2CCN(Cc3ccc(Oc4ncccn4)cc3)CC2CCO)CC1 (centres undefined)	0.5	3.5	4.3	-22.5	-1.1	10.9	-14.2	-10.5	-1.1	14.8	-30.6
2	COc1ccc(N2CCN(S(=O)(=O)c3c(C)noc3/C=C/N(C)C)CC2)cc1	-6.6	-12.5	-8.0	-6.0	0.3	-7.5	-10.5	-4.1	-1.4	5.4	6.1
3	O=C1CC(c2c(F)cccc2Cl)C(n2cncn2)C(O)=C1C1NCCc2ccccc21 (centres undefined)	-3.3	18.6	4.4	-5.7	1.4	7.8	-2.0	6.4	4.0	-15.0	-0.7
4	NCC12CC3CC(C1)CC(CN)(C3)C2	0.0	9.8	4.6	-7.2	-34.2	13.3	-14.9	-2.6	-2.5	1.5	20.3
5	O=C(CSc1nnc(CSc2nc3ccccc3s2)o1)NC1CCCCC1	-0.7	-3.3	4.0	2.6	2.0	-0.8	-7.4	21.3	8.3	-2.9	-2.2
6	O=c1cnn([C@@H]2O[C@H](CO)[C@@H](O)[C@H]2O)c(=O)[nH]1	-1.6	-64.2	0.0	53.9	·	10.7	-0.9	45.0	-32.2	20.4	·
7	O=C(Cc1ccc(-n2c(=O)[nH]c3ccsc3c2=O)cc1)NCc1cccnc1	-4.4	9.4	-5.4	6.3	-1.4	9.7	-20.6	7.0	19.6	10.9	24.9
8	Cc1ccc(C)c(N2CCN(C(=O)CCc3nc(-c4cccc(C(F)(F)F)c4)no3)CC2)c1	-21.3	-46.0	17.3	-22.5	-22.2	-22.0	-2.5	-9.9	11.5	3.0	-9.7
9	CCOc1cc(/C=C/C(=O)OCC(=O)NCc2ccco2)cc(Cl)c1OC	-3.9	5.3	-3.9	7.2	9.6	4.0	-4.9	4.7	8.2	-1.8	2.7
10	COc1cc(C=C(OC(C)=O)c2ccc3c(c2)OCO3)cc(OC)c1OC	·	2.1	21.4	-5.8	-5.4	7.2	1.2	6.0	-9.9	-22.3	0.5
11	CN(C)S(=O)(=O)c1cccc(NC(=O)COC(=O)/C=C/c2ccc(Br)o2)c1	-17.6	8.3	4.0	-15.4	27.1	1.1	-7.6	7.6	1.0	14.3	7.6
12	CC1=C(C(=O)N2CCOCC2)CC(CC(=O)NC2CCCCC2)C(=O)N1Cc1ccc(C(C)(C)C)cc1 (centres undefined)	3.6	-9.2	2.9	-18.7	16.4	-0.1	-5.7	-16.0	-2.2	-2.1	-5.1
13	O=C(CSC1CC(=O)N(CC(c2ccccc2)c2ccccc2)C1=O)Nc1ccc(Cl)cc1 (centres undefined)	-3.1	-0.8	-19.3	-13.1	9.1	51.2*	-7.8	-19.2	32.4	-8.3	20.5
14	CC(C)CN(C(=O)COc1ccc(Br)cc1C=O)C1CCS(=O)(=O)C1 (centres undefined)	5.6	3.8	-6.1	-4.1	-16.4	-15.2	12.1	-5.5	-3.8	14.5	0.1
15	COc1cc(/C=C/c2ccc(O)cc2)cc(OC)c1	-9.8	-47.0	-12.0	-48.9	-46.8	-46.2	7.6	-43.0	-36.3	-3.4	-68.4
16	CCOc1ccc(N(C(=O)CNC(=O)c2ccco2)C(C(=O)NCC2CCCO2)c2ccccc2)cc1 (centres undefined)	-0.4	-3.2	1.5	-36.4	12.6	-4.8	-8.8	1.0	2.9	-11.5	-0.8
17	C/C(=C\C(=O)N1CCc2ccccc21)C(=O)O	5.4	-6.8	-8.7	1.2	-15.8	5.9	-10.1	5.5	15.6	6.9	11.4
18	COC(=O)CCc1sc(Nc2ccccc2)nc1-c1ccc(OC)cc1	-42.0	-112.4	-3.7	-106.7	-91.8	0.3	5.7	-122.5	25.7	10.0	-38.7
19	COC(=O)C1=C(O)C2(C(=O)O)CC(C(=O)OC)=C(O)C(C(=O)O)(C1)C2	-2.8	18.2	4.5	5.8	-7.0	20.4	6.6	-9.7	-26.4	7.2	6.2
20	O=C1[C@@H]2[C@H]3CC[C@H](C3)[C@@H]2C(=O)N1O	1.6	24.8	4.6	-16.6	12.2	23.0	-1.9	-22.7	6.6	-8.4	-2.2
21	CS(=O)(=O)c1ccc(NC(=O)c2ccccc2-n2cnnn2)cc1	2.3	-6.1	-12.3	1.6	1.1	2.4	-6.2	8.8	8.2	-10.0	-17.7
22	O=C(COC(=O)CN1C(=O)c2ccccc2C1=O)Nc1ccccc1[N+](=O)[O-]	-4.2	1.7	26.0	-0.1	9.5	-11.8	-1.1	3.3	-18.1	-21.0	5.9
23	Cc1ccccc1OCC(=O)N/N=C/c1sc(=O)n(Cc2cccc(C(=O)O)c2)c1Cl	3.3	2.4	-1.6	-2.0	2.7	22.2	1.5	0.0	-13.1	-7.9	-14.6
24	CCCCn1c(=O)[nH]c2nc3cc(N)ccc3nc2c1=O	-13.7	-73.7	4.3	-41.1	-30.3	-34.8	-2.5	-44.7	-10.1	-22.7	-9.8
25	O=C(Nc1c2c(nn1-c1ccc(F)cc1)CS(=O)(=O)C2)c1ccc2c(c1)OCO2	-8.3	5.2	9.7	-4.0	-1.2	-8.3	-2.0	-4.3	-23.8	-4.0	0.7
26	COc1cccc(CNC(=O)c2cc(S(=O)(=O)N3CCOCC3)cn2C)c1	0.3	8.4	0.3	7.0	-14.7	6.5	12.2	16.6	-16.4	-1.9	-4.4
27	CCCCOc1ccc(/C=N/NC(=O)c2nnn(-c3nonc3N)c2C)cc1	-3.4	15.3	6.2	3.9	-22.1	-3.5	-16.4	-26.6	-23.5	-4.6	12.2
28	CC1(C)CC[C@]2(CO)CC[C@]3(C)C(=CCC4[C@@]5(C)CC[C@H](O)[C@@](C)(CO)C5CC[C@]43C)[C@@H]2C1 (some centres undefined)	-3.6	2.7	-16.6	5.7	4.3	21.7	3.0	26.5	3.4	34.0	19.6
29	NC(=O)[C@H]1CC2(CC(c3cccc(NC(=O)COc4ccc(Cl)cc4)c3)=NO2)CN1C(=O)c1ccc(Cl)cc1 (some centres undefined)	-8.1	-6.9	-18.6	-1.1	-13.7	-7.5	11.3	0.4	12.9	17.9	-4.7
30	COc1ccc(/C=C2\SC(=O)N(CC(=O)NNC(=O)c3ccccc3O)C2=O)cc1	-0.4	7.6	-4.7	-16.0	4.0	-25.3	6.4	3.1	-11.1	-21.9	6.7
31	CCOc1ccc(N2C(=O)C3CCCN3C2=S)cc1 (centres undefined)	0.5	-30.6	9.5	-3.8	-6.4	-1.5	-4.4	3.6	-1.6	-1.4	3.0
32	Cn1c(CCCOc2ccc(Cl)cc2Cl)nnc1SCC(=O)Nc1nccs1	-1.3	0.4	2.9	-0.1	6.2	4.4	22.3	-8.6	14.5	-14.5	-7.3
33	COCC(=O)Nc1ccc(-c2cn3cccnc3n2)cc1	-12.8	3.6	3.8	-14.2	-30.9	-6.9	11.8	-25.2	9.5	-2.1	3.5
34	Cc1ccc(C(=O)OCC(=O)NC2CCS(=O)(=O)C2)c(C)c1 (centres undefined)	-3.9	4.3	3.0	-3.8	-11.3	-7.9	-4.1	4.1	-1.4	2.7	-2.5
35	NC(=O)CN1C(=O)C(=O)N(Cc2cccc(C(F)(F)F)c2)C1=O	-0.3	-2.6	-8.1	-75.4	-12.2	3.8	5.7	4.8	-2.7	7.0	7.8
36	CC1CN(S(=O)(=O)c2ccc(C(=O)N(C)C3CCCCC3)cc2)CC(C)O1 (centres undefined)	-0.3	6.7	20.5	-4.9	-6.5	-4.3	-1.0	7.5	11.5	-2.4	5.0
37	C=CCN1C(=O)c2ccc(C(=O)N(C)CC(=O)Nc3ccc(OCC)c(OCC)c3)cc2C1=O	-9.0	5.7	-3.1	-31.1	-19.3	-6.5	12.3	8.1	12.3	4.5	-10.8
38	OCCOCCn1c2ccccc2c2ccccc21	6.5	5.4	0.4	3.2	-1.4	-21.1	4.9	-7.0	11.8	-3.1	-18.1
39	CCOC(=O)/C(C#N)=C/C=C1/C=CC=CN1C	-17.3	-10.7	11.0	-22.7	-19.1	-21.8	4.0	-53.4	-17.4	-1.8	-7.1
40	Fc1ccc(NC(=S)Nc2ccc(F)c(Cl)c2)cc1Cl	18.1	-8.2	-4.5	-5.9	·	-13.2	18.4	18.6	10.5	7.3	·

# Looked up above.
# Value for CC1CN(S(=O)(=O)c2ccc(C(=O)N(C)C3CCCCC3)cc2)CC(C)O1 (centres undefined) under CF NFkB block: -2.4
# Value for CCOc1ccc(N2C(=O)C3CCCN3C2=S)cc1 (centres undefined) under TWEAK Fn14 block: -1.6

# The list continues:
no.	Structure	EBV LMP1 NFkB	SRC3 inh	KKLEB cytotox	SRC1 inh	SRC2 inh	TROY NFkB inh	TRAIL sens C8	NR5A2 inv ag	TWEAK Fn14 block	CF NFkB block	NR2F2 inh
41	Cc1cc(C(=O)CSc2nnc(Cc3ccccc3)o2)c(C)n1Cc1ccc2c(c1)OCO2	-2.0	-2.7	4.3	6.2	1.6	10.9	-9.6	30.3	-5.6	-10.9	-8.5
42	O=C(NCC1CCN(Cc2ccccc2)CC1)[C@H]1O[C@@H](n2ccc(=O)[nH]c2=O)[C@H](O)[C@@H]1O	·	·	·	·	-14.9	-5.4	12.6	-35.5	8.8	·	-9.5
43	O=C(Cc1cccs1)NCc1ccccc1F	-10.5	-16.4	-3.9	-51.8	-21.6	-11.3	-14.9	-28.7	-4.0	-1.2	-6.8
44	N#CCc1ccc(NC(=O)Cn2c(=O)oc3ccccc32)cc1	9.4	-6.1	-0.3	8.0	3.4	-4.4	-13.3	12.4	6.5	-4.1	0.4
45	COC(=O)c1ccccc1NC(=O)Cn1c(CCC(=O)O)ccc1-c1cccs1	0.5	0.3	-12.3	0.7	-2.8	9.4	7.2	4.4	-0.7	-2.5	-16.4
46	O=C(OC1CCOC1=O)c1cc(S(=O)(=O)N2CCOCC2)c(Cl)cc1Cl (centres undefined)	2.8	9.8	-5.1	0.7	8.9	-10.2	-0.8	-9.9	8.0	-2.5	-4.8
47	CCOc1ccc(CNC(=O)C2CCN(C(=O)N3CC(C)Oc4ccccc43)CC2)cc1 (centres undefined)	5.1	2.8	-0.3	1.7	0.6	13.4	-1.3	-25.9	15.1	-8.3	0.7
48	Cc1cc(OCC(=O)OCC(=O)NC2CCCCCC2)ccc1Cl	2.6	-0.5	-5.6	-10.2	-9.8	4.0	-15.1	-20.4	-8.3	2.2	-0.3
49	COC(=O)[C@@]1(Cc2ccc(F)cc2)[C@H]2c3cc(C(=O)N4CCCC4)n(Cc4ccc(C)c(F)c4F)c3C[C@H]2CN1C(=O)c1ccccc1	·	·	·	·	4.6	19.8	19.2	18.7	28.3	·	13.4
50	COc1cccc(-n2nnc3c(=O)n(Cc4cccc(F)c4)cnc32)c1	-1.3	27.2	-4.4	11.1	2.4	-5.8	8.5	-1.1	-29.7	-22.0	0.6
51	COc1cc(NC(=O)CN2C(=O)NC(C)(c3ccc4ccccc4c3)C2=O)c(C)cc1[N+](=O)[O-] (centres undefined)	-0.9	0.7	-5.0	-6.9	-1.9	3.9	4.8	8.6	-14.4	10.4	5.7

# This is a random part of the collection; about 4.2% have a hit in one of these screens.
